# PLC-gamma1 inh – blocks human PLC-gamma1 enzyme activity | P19174 | inhibition, % at 12.2 µM | 0.84% of 370,000 active | AID 720700 | purified PLC-gamma1, fluorogenic substrate, fluorescence; in the data active means inhibition above about 9.5%
# PLC-beta3 inh – PLC-beta3 (human) inhibition, primary screen. Q01970. Purified PLC-beta3, fluorogenic substrate, fluorescence. inhibition, % at 12.2 µM. 0.18% of 370,000 active; in the data active means inhibition above about 11%;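 further: 0% = median of compound wells on plate and 100% = full blocker control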
# ADAM17 inh – inhibits human ADAM17. 0.83% of 370,000 active. inhibition, % at 6.95 µM. P78536. AID 720648. recombinant ADAM17, EDANS/DABCYL FRET peptide cleavage;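 active means inhibition above the mean of compounds lying between control limits plus 3 SD, set per campaign, cut at about 8.5% in these data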;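 further: 0% = DMSO-only wells as the low control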
# Target sequence (P78536 215-824 limits assumed): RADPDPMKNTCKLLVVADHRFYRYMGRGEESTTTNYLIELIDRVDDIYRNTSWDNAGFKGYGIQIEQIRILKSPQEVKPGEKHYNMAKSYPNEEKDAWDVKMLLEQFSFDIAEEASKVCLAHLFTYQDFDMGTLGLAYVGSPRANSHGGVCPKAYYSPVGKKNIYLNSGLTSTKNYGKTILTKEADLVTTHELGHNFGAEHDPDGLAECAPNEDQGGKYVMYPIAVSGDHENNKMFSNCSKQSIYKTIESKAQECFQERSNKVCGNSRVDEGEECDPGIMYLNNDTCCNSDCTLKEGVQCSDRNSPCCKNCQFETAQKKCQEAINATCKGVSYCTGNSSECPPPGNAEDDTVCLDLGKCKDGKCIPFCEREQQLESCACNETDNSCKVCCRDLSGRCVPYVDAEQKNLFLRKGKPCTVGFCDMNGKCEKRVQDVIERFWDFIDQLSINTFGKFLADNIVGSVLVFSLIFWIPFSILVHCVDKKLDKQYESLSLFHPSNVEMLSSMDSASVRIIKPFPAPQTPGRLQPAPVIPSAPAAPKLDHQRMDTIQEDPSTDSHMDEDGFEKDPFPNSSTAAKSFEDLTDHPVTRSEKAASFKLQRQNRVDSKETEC
# ASAP1 GAP inh – inhibitors of human ASAP1 ArfGAP activity; inhibition, % at 16.5 µM; Q9ULH1; 0.19% of 360,000 active; ASAP1-stimulated ARF1 GTP hydrolysis, GDP FP detection; in the data active means inhibition above about 25%;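 further: 0% = vehicle with enzyme and substrate and 100% = no enzyme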
# Tn7 DDE FP – inhibitors of Tn7 peptide binding to human fibrin DD(E); P02675; FP displacement of FITC-Tn7 peptide from fibrin DD(E); 0% = median of compound wells per plate; inhibition, % at 8.3 µM; 0.13% of 370,000 active;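 active means inhibition above the mean of compounds falling within the control limits plus 3 SD of them, cut at about 14% in these data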;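 further: 0% = plate median of compound wells and 100% = 10 µM Aha-Tn7 peptide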
#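 Assay system: Human clot-derived fibrin DD(E) complex | Buffer or medium: Tris/NaCl/CaCl2 buffer, pH 7.8 | Repeats: One replicate per compound | Benchmarks: Aha-Tn7 high control | Measure: % inhibition scaled between sample-field median and high-control FP | Schedule: 10 min plus 3 h, room temperature | Signal: Fluorescence polarization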
# ADAM10 inh – inhibits human ADAM10; O14672; recombinant ADAM10, EDANS/DABCYL FRET peptide cleavage, 3 h; inhibition, % at 7 µM; 0.62% of 370,000 active;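 active means inhibition above a per-campaign cutoff equal to the mean of compounds falling between control-based bounds plus 3 SD, cut at about 20% in these data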;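 further: 0% = DMSO wells while the 100% control is not disclosed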
# ARFGAP1 inhibitor – inhibitors of rat ARFGAP1; inhibition, % at 16.5 µM; Q62848; Arfgap1-stimulated ARF1 GTP hydrolysis, GDP FP detection; AID 651572; 0.26% of 360,000 active;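 active means inhibition above a per-plate limit, mean inhibition of low control wells plus 3 SD, cut at about 25% in these data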;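 further: 0% = DMSO wells with enzyme and 100% = wells lacking Arfgap1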
# Target sequence (Q62848 1-136 limits assumed): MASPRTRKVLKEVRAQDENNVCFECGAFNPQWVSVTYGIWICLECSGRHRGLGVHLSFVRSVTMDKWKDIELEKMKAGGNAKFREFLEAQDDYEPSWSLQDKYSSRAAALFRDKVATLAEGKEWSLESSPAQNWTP
#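 System: truncated rat Arfgap1 GAP domain / Medium: HEPES-based buffer, pH 7.5 / Also added: N-terminally truncated human ARF1-GTP substrate / Incubation: enzyme reaction 120 min at 25 °C after 20 min preincubation / Measured by: FP of antibody-bound GDP Alexa 633 tracer, ex 620/em 688 nm / Replicates: singlicate, each compound tested once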
# TDP2 inh – blocks human TDP2 phosphodiesterase activity; O95551; recombinant TDP2, T5PNP hydrolysis, p-nitrophenol absorbance 415 nm; 0.34% of 370,000 active; inhibition, % at 12.8 µM; AID 720702;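 active means inhibition above the mean of all tested compounds plus 3 SD, set per campaign, cut at about 25% in these data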;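 further: 0% = DMSO with enzyme and 100% = buffer with substrate but no TDP2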
# Target sequence (O95551 whole entry, looked up): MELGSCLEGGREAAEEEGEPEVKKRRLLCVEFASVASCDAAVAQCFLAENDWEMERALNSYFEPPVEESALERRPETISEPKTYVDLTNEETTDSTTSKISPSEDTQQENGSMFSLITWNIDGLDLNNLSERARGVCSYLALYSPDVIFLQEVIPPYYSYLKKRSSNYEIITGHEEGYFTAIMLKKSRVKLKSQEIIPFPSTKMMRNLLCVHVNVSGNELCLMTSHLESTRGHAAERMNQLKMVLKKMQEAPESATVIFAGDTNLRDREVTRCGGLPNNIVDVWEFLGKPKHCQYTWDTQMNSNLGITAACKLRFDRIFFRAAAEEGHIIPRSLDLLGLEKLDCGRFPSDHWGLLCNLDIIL
#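 Read-out basis: percent inhibition. System: recombinant human TDP2. Buffer or medium: Mg2+-containing Tris-HCl buffer, pH 7.5. Repeats: single replicate. Timing: reaction 2 h, 37 °C. Benchmarks: high control without enzyme, low control DMSO plus TDP2. Probe or stimulus: 5 mM T5PNP. Doses: 12.8 µM only. Measured by: epi absorbance of p-nitrophenol freed from T5PNP by hydrolysis.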
# DDE Tn6 FP inh – DD(E)-Tn6 binding inhibition, primary FP screen | Fibrin DD(E) TRITC-Tn6 fluorescence polarization displacement | AID 720509 | inhibition, % at 8.3 µM | P02675 | 0.21% of 370,000 active;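 active means inhibition above a per-campaign cutoff: mean of compounds within control limits plus 3 SD, cut at about 15% in these data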;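 further: 0% = median of all compound wells on the plate and 100% = blocking peptide control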
# SIAE inh – inhibitors of human sialic acid acetylesterase SIAE; SIAE FP-Rh probe binding, fluorescence polarization; inhibition, % at 9.66 µM; 0.69% of 370,000 active; AID 1053197;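 active means inhibition above a cutoff: mean of compounds within the control limits plus 3 SD of those, cut at about 17% in these data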;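 further: 0% = plate median of compound wells and 100% = probe without SIAE protein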
# * hit, by the source's call.
no.	PLC-beta3 inh	ARFGAP1 inhibitor	ADAM17 inh	TDP2 inh	ADAM10 inh	Tn7 DDE FP	DDE Tn6 FP inh	SIAE inh	PLC-gamma1 inh	ASAP1 GAP inh	SMILES
1	2.6	13.3	0.7	10.2	4.5	-7.0	0.4	-1.4	0.3	2.2	Cc1nc(-c2ccccc2)sc1C1(C)CC(c2ccc([N+](=O)[O-])cc2)=NO1 (stereo not given)
2	3.5	5.6	7.0	-1.1	11.1	-2.1	-9.1	-41.8	0.2	-9.7	CC(=O)c1c(C)[nH]c(C(=O)Nc2cccc(S(=O)(=O)N(C)c3ccccc3)c2)c1C
3	1.7	0.5	-3.5	4.0	-1.9	-0.7	7.3	0.8	-1.8	5.1	CCCS(=O)(=O)N1CCCC(C(=O)NCc2ccc(C)cc2)C1 (stereo not given)
4	2.9	1.4	-2.7	-4.5	12.3	0.9	5.5	1.0	3.7	6.5	CN1CCN(C2=Nc3ccccc3Oc3ccc(Cl)cc32)CC1
5	1.3	9.8	-0.9	-2.3	-12.2	-1.5	-0.5	-5.5	2.2	2.1	CC(C)C1C(=O)N(Cc2cn(CC3CCCCC3)nn2)CCS(=O)(=O)N1Cc1ccc(-c2ccc(Cl)cc2)cc1 (stereo not given)
6	-33.7	-2.9	-16.6	6.3	-71.0	-4.7	0.5	11.8	-36.8	-7.2	CCCc1cc(Nc2c(C)n(C)n(-c3ccccc3)c2=O)n2c(nc3ccccc32)c1C#N
7	-29.7	5.7	-7.2	2.5	-14.1	-0.1	-1.3	-3.5	-27.1	1.4	O=C(Nc1ccc(F)cc1)c1cccnc1NCCc1ccccc1
8	-4.5	4.6	-4.7	-3.3	-9.0	-0.2	-2.0	-1.5	3.4	4.0	CCC(=O)c1ccc(OCC(=O)OCC(=O)c2cc(C)n(CC3CCCO3)c2C)cc1 (stereo not given)
9	-1.8	0.4	0.2	-0.1	-7.5	5.1	-2.4	-3.5	1.2	-16.9	COc1ccc(C(=O)N2CCC(C(N)=O)CC2)cc1S(=O)(=O)N1CCCC1
10	-3.5	5.9	-8.3	1.9	-25.3	-2.3	3.0	-7.0	-0.6	-4.5	CCCCSc1nc(SCC(=O)NCc2ccco2)c2c3c(sc2n1)COC(C)(CC)C3 (stereo not given)
11	0.1	10.9	-1.9	0.5	-0.4	-1.7	-1.7	0.8	-3.5	-2.5	C=CCN=C1NC(c2ccccc2C(F)(F)F)C(C(=O)OC)=C(C)N1Cc1cccc(C(F)(F)F)c1 (stereo not given)
12	-4.2	-13.9	4.2	13.9	6.8	8.1	-2.0	2.3	1.2	-2.7	O=C(Nc1ccccc1N1CCCC1)C1CC(=O)N(Cc2ccccc2)C1 (stereo not given)
13	-16.1	-2.9	-14.4	3.6	-12.4	-3.6	4.1	1.1	-6.9	-1.2	CCc1nc2ccc(C(=O)NCCCn3ccnc3)cn2c1N(CC)Cc1cccc(Br)c1
14	-4.5	15.5	-3.5	0.5	2.0	-5.5	-6.2	-1.1	4.7	-0.3	COc1cccc(C(c2c(N)[nH]c(=S)[nH]c2=O)c2c(N)[nH]c(=S)[nH]c2=O)c1
15	-70.9	3.3	-3.0	-0.5	-12.8	1.4	1.3	4.2	-50.2	-11.8	C=CCSc1nnc2c(n1)OC(c1cccnc1)N(C(C)=O)c1ccccc1-2 (stereo not given)
16	0.2	-1.4	0.8	-0.5	7.0	2.2	-5.3	-7.8	-0.1	15.8	CN(C)c1nc(Nc2ccc(Cl)cc2)nc(OCC#N)n1
17	-8.4	-10.7	-0.5	3.2	-1.1	-3.8	3.2	-2.8	3.3	1.4	O=S(=O)(Nc1nnc(C2CCCCC2)s1)c1ccc(F)cc1
18	-5.2	0.3	-4.2	-0.4	-2.3	-1.1	-4.9	4.7	-3.4	-16.7	CCOC(=O)NC1(NC2CCCCC2)Oc2ccccc2O1
19	-7.8	-7.6	-2.7	4.6	-5.8	-5.2	1.8	-3.4	0.5	-2.7	COc1ccc(S(=O)(=O)NCCCN2CCCC2=O)c(OC)c1
20	-92.6	-2.4	-4.5	-1.4	-33.1	1.4	2.2	-0.3	-60.8	8.1	Cc1ccn2c(=S)[nH]nc2c1
21	-4.2	-0.3	-1.6	-8.2	5.4	-3.8	1.2	-6.8	-1.0	-4.3	CC1CCCCN1S(=O)(=O)Cc1ccccc1Cl (stereo not given)
22	-0.8	9.9	10.4*	-12.4	18.5	-9.3	1.5	-7.0	5.7	11.4	COc1ccc(CCNc2oc(COc3ccc(Br)cc3)nc2C#N)cc1OC
23	0.5	-2.4	0.6	8.9	-0.3	0.2	8.1	5.0	1.9	-2.2	CCN1CCN(C(=S)NCc2ccc(C)cc2)CC1
24	-14.3	-9.2	-5.3	-5.6	6.3	9.4	2.1	-4.4	-12.0	-4.1	COc1cccc(C2C(C#N)=C(N)N(N(C)C)C3=C2C(=O)CCC3)c1 (stereo not given)
25	1.0	-5.9	3.2	0.0	0.1	-5.1	-3.0	3.5	1.2	-8.3	CCc1ccc(NC(=O)c2cccc(NC3=NC4CS(=O)(=O)CC4S3)c2)cc1 (stereo not given)
26	13.1*	11.2	3.4	-19.0	1.0	-0.1	3.5	-13.3	4.9	1.7	CCN1CCN(S(=O)(=O)c2cccc3nsnc23)CC1
27	-4.4	-3.1	-1.9	5.2	-1.4	5.8	4.0	7.0	-4.8	3.7	COc1cc(NC(=S)N2CCN(C/C=C/c3ccccc3)CC2)cc(OC)c1
28	-22.8	4.0	1.1	-25.3	-2.4	0.9	5.1	-5.1	-2.1	-6.5	O=C(Nc1nc(-c2ccccn2)cs1)c1ccccc1-n1cnnn1
29	-2.4	4.7	-4.3	0.9	-4.1	4.8	-0.1	6.9	-0.9	-4.0	CC1(C(=O)NCC(F)(F)F)CCN1C(=O)C1(c2ccccc2)CC1 (stereo not given)
30	-0.2	10.3	-7.6	6.8	-6.3	0.7	1.6	5.6	-2.4	7.1	O=C(NCc1cccnc1)c1c[nH]c2cc3c(cc2c1=O)OCCO3

# Carrying on.
no.	PLC-beta3 inh	ARFGAP1 inhibitor	ADAM17 inh	TDP2 inh	ADAM10 inh	Tn7 DDE FP	DDE Tn6 FP inh	SIAE inh	PLC-gamma1 inh	ASAP1 GAP inh	SMILES
31	-9.7	-1.2	2.5	-3.3	-13.5	-3.7	-9.9	9.0	1.6	3.6	CCOC(=O)C1CCN(C(=O)c2cccc(S(=O)(=O)N(CC)c3ccccc3)c2)CC1
32	-2.6	-10.1	-1.9	11.1	-4.8	10.4	2.5	10.1	-0.7	3.0	CN(CC(=O)NCc1ccncc1)S(=O)(=O)c1cc(Cl)ccc1Cl
33	-13.9	-0.1	-3.2	15.3	-8.9	0.4	2.7	2.2	-10.5	0.0	COCCNc1nc(Nc2ccc(F)cc2)c2sccc2n1
34	-3.1	-5.1	-0.6	-12.8	-5.5	4.3	-3.8	-3.9	-2.6	2.4	Cc1ccnc(NCc2ccc(Cl)cc2)c1
35	-1.5	10.4	-1.8	-12.8	-4.9	-1.8	2.7	-0.8	3.3	-0.7	CC(=O)Nc1ccc(S(=O)(=O)Nc2c(C)n(C)n(-c3ccccc3)c2=O)cc1
36	4.2	10.7	1.1	-6.9	-0.1	-3.6	-3.3	2.6	2.7	-12.1	CCn1cc(C=O)c2cc(S(=O)(=O)N3CCOCC3)ccc21
37	4.2	-3.5	3.0	7.5	11.4	2.6	-0.2	1.5	5.1	0.9	Cc1cc(NC(=O)Nc2ccccc2F)ccc1Br
38	-1.4	10.2	-5.9	-6.8	-23.5	2.6	-4.5	-1.1	-1.2	17.8	O=C1CCc2cc(S(=O)(=O)N3CCC(C(=O)NCCC4=CCCCC4)CC3)ccc2N1
39	-2.4	-9.9	-3.3	-7.5	3.5	1.2	-1.0	0.9	-4.1	-4.7	O=C(CN1CCN(C(c2ccccc2)c2ccccc2)CC1)N1CCN(c2ccccc2)CC1
40	-85.6	-2.9	-0.4	5.0	3.1	-9.7	-9.3	-3.3	-84.1	0.9	CCCCOC(=O)CSC1=C(C#N)C(c2cccnc2)C(C(=O)OCC)=C(c2ccccc2)N1 (stereo not given)
41	-12.2	9.8	-0.8	-13.1	-10.3	1.5	-11.0	-2.6	2.2	14.0	Cc1ccc2c(c1)nnn2C1CCN(CC(=O)N(c2ccccc2)c2ccccc2)CC1
42	1.1	1.5	2.2	-4.2	6.9	2.1	-6.4	-1.7	3.4	7.9	CN(C)S(=O)(=O)Oc1ccsc1C(=O)Nc1ccc(C(F)(F)F)cc1
43	3.4	-5.6	2.4	-3.5	0.0	-1.8	10.1	-8.4	-0.6	-9.0	CN(C)c1ccc(S(=O)(=O)NCC(=O)OCC(=O)Nc2cccc(Cl)c2)cc1[N+](=O)[O-]
44	-2.9	-7.9	-4.7	-2.2	-4.0	-2.4	-2.6	-4.7	1.3	14.5	CS(=O)(=O)N(CC(=O)Nc1ccccc1C(=O)NCCc1ccccc1)c1ccc2c(c1)OCCO2

# Quoted from above, nos. 35 to 42
no.	PLC-beta3 inh	ARFGAP1 inhibitor	ADAM17 inh	TDP2 inh	ADAM10 inh	Tn7 DDE FP	DDE Tn6 FP inh	SIAE inh	PLC-gamma1 inh	ASAP1 GAP inh	SMILES
35	-1.5	10.4	-1.8	-12.8	-4.9	-1.8	2.7	-0.8	3.3	-0.7	CC(=O)Nc1ccc(S(=O)(=O)Nc2c(C)n(C)n(-c3ccccc3)c2=O)cc1
36	4.2	10.7	1.1	-6.9	-0.1	-3.6	-3.3	2.6	2.7	-12.1	CCn1cc(C=O)c2cc(S(=O)(=O)N3CCOCC3)ccc21
37	4.2	-3.5	3.0	7.5	11.4	2.6	-0.2	1.5	5.1	0.9	Cc1cc(NC(=O)Nc2ccccc2F)ccc1Br
38	-1.4	10.2	-5.9	-6.8	-23.5	2.6	-4.5	-1.1	-1.2	17.8	O=C1CCc2cc(S(=O)(=O)N3CCC(C(=O)NCCC4=CCCCC4)CC3)ccc2N1
39	-2.4	-9.9	-3.3	-7.5	3.5	1.2	-1.0	0.9	-4.1	-4.7	O=C(CN1CCN(C(c2ccccc2)c2ccccc2)CC1)N1CCN(c2ccccc2)CC1
40	-85.6	-2.9	-0.4	5.0	3.1	-9.7	-9.3	-3.3	-84.1	0.9	CCCCOC(=O)CSC1=C(C#N)C(c2cccnc2)C(C(=O)OCC)=C(c2ccccc2)N1 (stereo not given)
41	-12.2	9.8	-0.8	-13.1	-10.3	1.5	-11.0	-2.6	2.2	14.0	Cc1ccc2c(c1)nnn2C1CCN(CC(=O)N(c2ccccc2)c2ccccc2)CC1
42	1.1	1.5	2.2	-4.2	6.9	2.1	-6.4	-1.7	3.4	7.9	CN(C)S(=O)(=O)Oc1ccsc1C(=O)Nc1ccc(C(F)(F)F)cc1

# High-throughput results deposited in PubChem BioAssay by The Scripps Research Institute Molecular Screening Center.

# Not a hit list; 3.6% or so of the library scored in one or more.
